USP30 inh: blocks human USP30 ubiquitin-rhodamine cleavage. Q70CQ3. purified USP30, Ub-rhodamine cleavage fluorescence. inhibition, % at 25 µM. 47,000 tested, 5.3% active. AID 1645860
USP8 block: blocks human USP8 ubiquitin-rhodamine cleavage; purified USP8, Ub-rhodamine cleavage fluorescence, 30 min; inhibition, % at 20 µM; 47,000 tested, 4.2% active
Target sequence (P40818 whole entry, looked up): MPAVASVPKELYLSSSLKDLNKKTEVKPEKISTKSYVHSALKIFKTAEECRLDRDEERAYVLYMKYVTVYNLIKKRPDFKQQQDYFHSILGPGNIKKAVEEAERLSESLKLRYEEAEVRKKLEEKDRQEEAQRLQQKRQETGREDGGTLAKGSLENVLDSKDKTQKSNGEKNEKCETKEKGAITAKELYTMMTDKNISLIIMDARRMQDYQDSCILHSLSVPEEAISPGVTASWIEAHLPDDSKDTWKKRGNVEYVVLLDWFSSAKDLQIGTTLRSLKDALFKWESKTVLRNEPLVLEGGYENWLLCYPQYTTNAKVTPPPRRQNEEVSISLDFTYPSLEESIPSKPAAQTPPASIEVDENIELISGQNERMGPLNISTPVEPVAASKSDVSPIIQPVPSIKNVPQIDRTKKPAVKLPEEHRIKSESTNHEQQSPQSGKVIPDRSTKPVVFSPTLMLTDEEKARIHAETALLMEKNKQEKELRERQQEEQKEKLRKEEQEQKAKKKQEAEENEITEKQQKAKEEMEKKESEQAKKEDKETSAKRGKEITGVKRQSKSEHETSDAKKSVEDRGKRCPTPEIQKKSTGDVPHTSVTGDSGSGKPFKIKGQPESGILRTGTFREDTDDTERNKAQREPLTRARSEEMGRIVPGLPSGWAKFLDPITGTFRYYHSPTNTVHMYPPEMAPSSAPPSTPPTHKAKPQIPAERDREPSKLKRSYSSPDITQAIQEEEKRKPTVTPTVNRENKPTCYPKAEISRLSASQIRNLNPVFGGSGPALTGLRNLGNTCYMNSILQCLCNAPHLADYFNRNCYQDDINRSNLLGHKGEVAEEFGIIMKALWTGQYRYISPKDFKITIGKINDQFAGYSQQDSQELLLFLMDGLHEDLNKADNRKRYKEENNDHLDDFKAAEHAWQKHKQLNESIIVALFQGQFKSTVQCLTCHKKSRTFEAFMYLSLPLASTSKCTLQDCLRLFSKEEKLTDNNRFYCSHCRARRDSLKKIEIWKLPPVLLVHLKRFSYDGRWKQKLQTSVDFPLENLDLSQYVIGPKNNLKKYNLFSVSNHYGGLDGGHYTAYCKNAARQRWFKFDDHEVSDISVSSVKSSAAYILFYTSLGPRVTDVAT
USP28 inh: inhibitors of human USP28 deubiquitinase; inhibition, % at 25 µM; purified USP28, Ub-rhodamine cleavage fluorescence, 30 min; 47,000 tested, 3% active
USP17 inh: blocks human USP17 ubiquitin-rhodamine cleavage; A8MUK1; purified USP17, Ub-rhodamine cleavage fluorescence, 3 h; inhibition, % at 50 µM; 47,000 tested, 6.5% active; AID 1645855
USP7 inh: human USP7 deubiquitinase inhibition; Q93009; purified USP7, Ub-rhodamine cleavage fluorescence; inhibition, % at 20 µM; 47,000 tested, 0.3% active
UCHL1 inh: human UCHL1 deubiquitinase inhibition; P09936; purified UCHL1, Ub-rhodamine cleavage fluorescence; inhibition, % at 20 µM; 47,000 tested, 0.2% active; AID 1645859
USP10 block: blocks human USP10 ubiquitin-rhodamine cleavage. Q14694. AID 1645856. 47,000 tested, 1.1% active. purified USP10, Ub-rhodamine fluorescence, 60 min. inhibition, % at 20 µM
OTUD3 block: inhibitors of human OTUD3 deubiquitinase | AID 1645858 | Q5T2D3 | inhibition, % at 25 µM | 47,000 tested, 0.7% active | purified OTUD3, Ub-rhodamine fluorescence, 2 h
Numbers without * were called inactive; i = inactive; · = not tested or not shown. No stated cut-off is given here; in the data, active means inhibition above about 30%; inactive means the rest. Outcome played no part in choosing rows; about 13% have a hit in one of these screens.

smiles	USP30 inh	USP8 block	USP28 inh	USP17 inh	USP7 inh	UCHL1 inh	USP10 block	OTUD3 block
COC(=O)[C@@H]1Cc2ncn(Cc3ccccc3)c2CN1S(C)(=O)=O	8	-2	7	-4	8	5	1	9
O=C(NCC1(O)CCc2ccccc21)c1ccc2c(c1)OCO2 (centres undefined)	33*	-1	10	15	5	3	6	18
Cc1ccccc1S(=O)(=O)N1CCCCCC1c1sccc1C (centres undefined)	-20	0	6	9	13	2	0	11
Cc1cccc(NC(=O)CSc2nc3sc(C)cc3c(=O)n2Cc2ccco2)c1	21	5	-2	7	4	1	1	11
O=C(c1ccc(Cl)cc1F)N1CCN(Cc2cc(=O)n3ccsc3n2)CC1	11	-8	12	5	5	0	4	16
O=C(Cn1c(=O)n(-c2ccc(F)cc2)c(=O)c2oc3ccccc3c21)N1CCOCC1	-8	3	-7	-2	-1	-2	-4	-4
COc1cc(C2c3[nH]c4ccccc4c3C[C@@H]3C(=O)N(CC4CCCO4)CC(=O)N23)cc(OC)c1OC (some centres undefined)	-3	2	1	-2	0	2	-4	0
COc1ccc(-c2cc3c(=O)n(CC(=O)Nc4ccc(Cl)cc4)ccn3n2)cc1	19	10	11	19	8	-2	14	15
Cc1cccc(OCC(O)CN2CCC(Cc3ccccc3)CC2)c1 (centres undefined)	13	0	2	-8	3	3	3	11
Cc1cccc(NC(=O)c2ccc3nn(CC(=O)NCCC4=CCCCC4)c(=O)n3c2)c1	-117	21	-25	-27	5	-2	-9	-21
O=C(NC1CCCC1)c1ccc(Cn2c(=O)c3ccccc3n(Cc3cccnc3)c2=O)cc1	-1	-11	-13	-11	0	-6	-4	-8
Cc1ccc(-c2nc(-c3cccc(-c4ccnn4C)c3)no2)cc1F	-1	-3	-5	-10	7	2	-2	-3
COc1ccccc1CNC(=O)c1[nH]c(C)c(S(=O)(=O)N2CCCC2)c1C	-3	0	5	0	3	6	2	-4
Cc1ccc(NC(=O)Cn2cncc(-c3nc(-c4ccccc4)cs3)c2=O)cc1F	-14	41*	-3	9	14	1	33*	2
COc1cc(NC(=O)c2cc(-c3ccncc3)n(-c3ccc(F)cc3)n2)cc(OC)c1	14	5	71*	10	15	8	4	-4
CC(=O)Nc1ccc(-n2cnc(C(=O)NC(C)c3ccccc3)c2)nc1 (centres undefined)	19	0	10	64*	7	4	3	7
Nc1[nH]nc2nc(C3CCN(C(=O)c4cc(C5CC5)on4)CC3)cc(C(F)(F)F)c12	-32	7	2	0	-4	-6	-6	-4
O=C(Cn1c(N2CCC(Cc3ccccc3)CC2)nc2ccccc21)c1ccccc1	42*	9	9	20	8	9	11	18
O=C(CSc1nnc(C2COc3ccccc3O2)o1)N1CCCc2ccccc21 (centres undefined)	27	-14	16	-18	-5	1	8	4
COc1ccc(NC(=O)c2cnc(NCc3ccccc3)nc2C)cc1	-103	13	6	-12	-3	-8	-7	-22
CNc1nc(C2CCN(S(=O)(=O)c3ccccc3)C2)nc2c1CN(C)CC2 (centres undefined)	-35	-7	-3	-15	1	2	-5	-8
C[C@@]12C[C@H](c3ccccc3)N(C(=O)c3cnco3)[C@@H]1CCC[C@@H](O)[C@H]2O	-55	-1	-17	-6	-1	-1	-6	-20
O=C(C1CCCN(S(=O)(=O)N2CCCCC2)C1)N1CCN(c2ccccc2)CC1 (centres undefined)	-15	-6	-13	-14	-4	-4	0	-9
O=C(c1cccc2ncccc12)N1CCN(c2ccnc3cc(Cl)ccc23)CC1	-373	48*	-8	-102	-1	22	1	-71
CC(=O)Nc1c(-c2ccc(C)cc2)c(C)nn1-c1ccc(C(=O)Nc2cccc(C#N)c2)cc1	-10	4	-6	49*	5	0	23	-5
Cc1nc2ccc(S(=O)(=O)NCC(=O)NC3CCCCC3)cc2s1	14	-3	-5	-4	1	-3	0	-1
O=C(NCCC1=CCCCC1)c1cc(OCc2ccccc2)nc2ccccc12	-42	-90	-21	-42	-2	-10	-9	-8
C[C@]12CN(S(=O)(=O)c3ccccc3F)C[C@H]1NC(=O)c1ccccc1C2=O	19	17	9	8	4	3	-2	6
Cc1ccc(-n2c(C)cc(/C=C3\C(=N)N4N=C(COc5ccccc5C)SC4=NC3=O)c2C)cc1	i	-45	-215	-189	11	-10	3	-186
O=C(Nc1ccc2c(c1)OCCO2)c1c(-c2ccccc2)nnc2ccccc12	-12	-25	-5	31*	-7	-3	-1	-7
Cc1ccc2cc(CCC(=O)N3CCCC3)c(=O)[nH]c2c1	11	20	10	4	11	2	-1	7
COc1cccc(CN2CCCN(CC(=O)Nc3ccccc3)S2(=O)=O)c1	20	3	25	4	2	2	0	5
CC(C)(C)NC(=O)c1ccc(-n2cc(CNC(=O)C3CC3)cn2)cc1	-5	-4	-5	-10	1	0	0	-6
O=C(COc1ccc2c3c(c(=O)oc2c1)CCC3)NCCc1ccccn1	9	11	12	1	0	2	-1	4
CCn1ccc2c(cc(C(=O)Nc3cccc(OC)c3)n2C)c1=O	0	0	83*	-4	1	1	3	8
COc1cccc2cc(C(=O)N3CCN(c4ccc(C)cc4C)CC3)c(=O)oc12	-16	-7	4	-4	-4	-2	-2	-12
COc1cc(CC(NC(C)=O)C(=O)NC2CCN(C(=O)c3cnccn3)CC2)cc(OC)c1 (centres undefined)	6	7	0	3	1	-1	-2	5
Cc1cc(C)c(NC(=O)c2cc([N+](=O)[O-])ccc2N2CCOCC2)c(C)c1	-8	-90	-16	-9	-7	-4	-1	-4
CC1CCCN(c2nn3c(C(=O)NCc4ccccc4)cc(=O)nc3s2)C1 (centres undefined)	1	0	-2	-6	-12	-7	-3	0
CC1CCN(C(=O)c2cn(C)c3c(=O)n(Cc4ccccc4)c(=O)[nH]c23)CC1	-41	-17	-18	-21	-14	-4	-6	-8
COc1ccc(C(=O)C(C)OC(=O)c2cccc(S(=O)(=O)Nc3cc(Cl)c(OC)cc3OC)c2)cc1 (centres undefined)	-12	7	4	2	5	2	-3	9
Cc1ccc(C(=O)Nc2ncnc3oc(-c4ccccc4)c(-c4ccccc4)c23)cc1	10	61*	20	25	7	7	8	15
O=C(O)C1CCN(C(=O)[C@@H]2CCCN2C(=O)[C@H](Cc2ccccc2)n2c(=O)[nH]c3ccccc3c2=O)CC1	10	-4	8	0	4	0	3	6
O=C(N[C@@H]1C[C@@H](Oc2cccc(F)c2)[C@H](O)[C@H]1N1CCOCC1)c1cocn1	10	-57	11	17	5	1	1	15
CCOc1ccc(NC(=O)c2ccccc2O)cc1	-5	3	0	0	5	0	2	-1
CCOC(=O)c1sc2c(c1C)c(=O)n(Cc1ccccc1)c(=O)n2CC(N)=O	55*	-6	0	22	-85	-2	4	18
O=C(Nc1nnc(-c2cccs2)o1)C1CCCCC1	11	11	6	0	1	1	0	11
COc1ccc(S(=O)(=O)N2CCOC3(COc4ccccc4N(C)C3)C2)cc1OC (centres undefined)	-15	4	-5	0	-6	2	1	-5
O=C(Nc1ccccc1F)Nc1nnc2cccc(Cl)n12	-22	-31	-3	-10	-2	-3	-6	-10
O=C(CCCc1c[nH]c2ccccc12)N1CCN(S(=O)(=O)c2ccc(Br)cc2)CC1	1	-4	-3	8	0	1	0	-6

New compounds follow.
smiles	USP30 inh	USP8 block	USP28 inh	USP17 inh	USP7 inh	UCHL1 inh	USP10 block	OTUD3 block
O=C(NCCc1cccnc1)c1nc2c(o1)CN(C(=O)c1cccnc1)C2	0	9	-4	0	0	0	0	0
O=S(=O)(Nc1ncnc2sccc12)c1cccc(F)c1	-166	-3	-6	-5	-37	-39	-6	-6
CC(C)(C)OC(=O)N[C@@H](Cc1ccccc1)C(=O)NCC1CCC(C(=O)O)CC1 (some centres undefined)	7	7	3	8	4	1	0	10
N#C/C(=C\c1ccc(Br)cc1)c1nnc2n1CCCCC2	2	-10	-9	-6	-3	0	-1	-14
Nc1nc(-c2cc([N+](=O)[O-])cs2)cs1	7	-219	21	-11	-2	-1	2	9
Nc1nc(Sc2ccc(Cl)cc2)cc(N2CCCCC2)n1	10	-15	6	-11	-58	5	11	0
Cc1ccccc1NC(=O)CSc1ncnc2c1sc1nc(C)c3c(c12)CC(C)(C)OC3	5	-1	-12	0	-12	-2	2	4
O=C1CCC2C(c3ccc4c(c3)OCO4)CC1N2Cc1ccccc1 (centres undefined)	-4	-19	-5	-8	-4	-7	-3	0
COC(=O)c1ccc(C2(C#N)C(=O)Nc3ccccc32)cc1 (centres undefined)	7	-125	3	-25	2	2	0	2
Cc1ccccc1C(=O)Nc1cccc(-n2cnnn2)c1C	-252	-4	-76	-24	-7	-12	-6	-51
Cc1ccc(C(=O)N2CCCCC2c2cc(-c3nccn3C)nc(C)n2)cn1 (centres undefined)	-26	-21	-10	-16	-2	-3	-6	0
CC1CCC(C(C)C)N(C(=O)c2c[nH]c3ccccc3c2=O)CC1 (centres undefined)	·	0	·	-4	2	1	0	0
CN1C(=O)COc2cc(-c3noc(C(=O)NC4CCCCC4)n3)ccc21	31*	19	12	26	-7	2	-1	13
COc1ccc(S(=O)(=O)N(Cc2cccnc2)Cc2ccco2)cc1OC	·	1	·	6	0	5	0	1
COc1ccc(-c2nc(CCNC(=O)c3ccccc3C(F)(F)F)cs2)cc1	-25	-20	-23	-8	-12	0	-4	-14
COc1ccc2c(c1)OC[C@@H](C)N(S(=O)(=O)c1ccc(F)cc1)[C@@H]2C	30	-1	-12	-4	-2	0	1	-4
Cc1ccsc1/C=C1\CCn2c1nc1cc(C(=O)O)ccc1c2=O	-107	-119	-15	-138	5	-1	-6	-9
CC1(C)CC(=O)C2=C(C1)Nc1ccccc1NC2/C=C/c1ccccc1[N+](=O)[O-] (centres undefined)	0	-81	-14	-27	-89	0	-2	-12
CCCNC(=O)c1ccc2nnc(C3CN(c4ncccn4)CCN3C)n2c1 (centres undefined)	-80	-134	-21	-44	-6	-5	-12	-15
O=C(c1ccc(Cl)cc1)N1CCc2nc3ccccc3n2CC1	20	20	13	11	-1	0	5	9
O=C(c1nnn(Cc2ccc(Cl)cc2)c1-n1cccc1)N1CCSCC1	7	10	36*	7	-3	3	1	5
Fc1cc(F)cc(-c2noc3ncnc(N(Cc4ccco4)CC4CCCO4)c23)c1 (centres undefined)	3	-1	1	10	-2	1	2	0
O=S(=O)(NCC1COc2ccccc2O1)c1ccc2c(c1)CCO2 (centres undefined)	23	5	25	5	1	4	4	9
Cc1cccc(S(=O)(=O)Nc2ccc(-c3cn4ccc(C)nc4n3)cc2)c1	-17	-2	-6	1	0	-1	-4	-13
Cc1cnc(-c2nnc(C3CCCCN3C(=O)c3cccc4cccnc34)o2)cn1 (centres undefined)	-21	0	-18	-12	0	-4	-5	-9
Cc1noc(-c2csc(C(=O)NCc3ccccc3)n2)n1	23	19	28	10	-1	0	1	14
O=C(COc1ccccc1)NCC1(N2CCOCC2)CCCCC1	17	8	10	9	2	1	0	8
O=C(COC(=O)c1cc2c(s1)CCC2)c1ccc2[nH]c(=O)[nH]c2c1	2	70*	66*	56*	-22	7	4	36*
Cc1ccc(NC(=O)N(C)Cc2nc3cc(C(=O)N(C)C)ccc3n2C)cc1F	-23	18	5	-2	7	4	-2	1

3 records drawn at random from those above, as already listed:
smiles	USP30 inh	USP8 block	USP28 inh	USP17 inh	USP7 inh	UCHL1 inh	USP10 block	OTUD3 block
CC1(C)CC(=O)C2=C(C1)Nc1ccccc1NC2/C=C/c1ccccc1[N+](=O)[O-] (centres undefined)	0	-81	-14	-27	-89	0	-2	-12
N#C/C(=C\c1ccc(Br)cc1)c1nnc2n1CCCCC2	2	-10	-9	-6	-3	0	-1	-14
COC(=O)c1ccc(C2(C#N)C(=O)Nc3ccccc32)cc1 (centres undefined)	7	-125	3	-25	2	2	0	2

USP10 block: what is marked active above
smiles	USP30 inh	USP8 block	USP28 inh	USP17 inh	USP7 inh	UCHL1 inh	USP10 block	OTUD3 block
Cc1ccc(NC(=O)Cn2cncc(-c3nc(-c4ccccc4)cs3)c2=O)cc1F	-14	41*	-3	9	14	1	33*	2
